APEX1 inh = blocks human APE1 abasic DNA cleavage; P27695; recombinant APE1, TAMRA/BHQ-2 abasic DNA cleavage fluorescence; Potency, µM (series often up to 65.8 µM), for inactives: at the highest dose activity change, negative = inhibition, usual class: inhibitors; 0.35% of 350,000 active; AID 2517;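 further: potency means the concentration at half of the fitted maximal effect; plate controls were vehicle for no effect and reference inhibitor for full effect; nearly all actives have a fitted effect of over 55% in size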
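Substrate: short duplex with […] THF abasic site, 5'-TAMRA and 3'-BHQ-2, 50 nM final. APE1 at 0.75 nM, preincubated 15 min RT with compound. Fluorescence increase from first to third read measured activity.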
Apoferritin bind = binds horse apoferritin like a general anesthetic; P02791; apoferritin/1-aminoanthracene competitive binding, fluorescence; Potency, µM (doses to about 77.5 µM), inactives show top-dose activity change, negative = displacement, actives largely listed as inhibitors; 0.074% of 350,000 active; further: potency means the concentration at half of the fitted maximal effect; on the % scale 0 is the no-effect control and ±100 the full control effect; nearly all actives have a fitted effect of over 20% in size
Target sequence (P02791 2-175 limits assumed): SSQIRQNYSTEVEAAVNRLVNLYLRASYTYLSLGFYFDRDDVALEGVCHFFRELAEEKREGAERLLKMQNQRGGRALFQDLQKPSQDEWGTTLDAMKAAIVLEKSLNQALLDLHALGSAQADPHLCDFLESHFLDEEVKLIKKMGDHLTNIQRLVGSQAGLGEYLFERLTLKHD
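Apoferritin-based anesthetic binding model; compound displacement of fluorescent 1-AMA measured as endpoint fluorescence after 10 minutes at room temperature, scaled to free-ligand and complex controls.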
POLI inh = blocks human DNA polymerase iota activity; Potency, µM (titrated, usually from 115 µM), for inactives: at the highest dose activity, negative = inhibition, most hits filed as inhibitors; Pol iota fluorescent replication assay, 10 min; Q9UNA4; AID 588590; 1% of 390,000 active; further: potency means the concentration at half of the fitted maximal effect
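Pol iota at 10 nM preincubated 15 min with compounds at room temperature; reaction started with fluorescent substrate, 50 nM final. Fluorescence read kinetically at 0 and 10 min; buffer-only wells as negative control.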
TRHR agonist = TRH receptor (human) agonism | TRHR cells, calcium flux fluo-8, FDSS agonist mode | activation, % at 2 µM | 0.18% of 360,000 active | AID 493084; in the data active means activation above about 30%; further: 0% is about no effect
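Read-out: compound-evoked intracellular calcium rise in TRHR cells, fluo-8 dye, kinetic FDSS fluorescence at 1 s/cycle following a 10-cycle baseline. Cells cultured overnight before dye loading (30 min–1.5 h, RT).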
ERG-DNA inh = ERG Ets/DNA interaction inhibition | fluorescence polarization, His-ERG Ets domain / labelled DNA | P11308 | 0.028% of 370,000 active | Potency, µM (highest dose often 76.9 µM), inactives show at the highest dose FP activity, negative = inhibition, most hits filed as inhibitors; active means well fitted inhibition curve with a large enough effect in the polarisation, with a control signal flat; inconclusive means small, poorly fitted or top-dose-only effect, or effect the other way, or a change in a side signal; inactive means no such curve, though single readings can be large or run the other way; the % refers to the polarisation;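 further: polarization taken with two DNA probes labelled with fluorescein and Texas red; potency means the concentration at half of the fitted maximal effect; % of control where 0% means no effect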
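His-tagged ERG Ets domain (1 uM in the protein solution; 300mM KCl, 50mM Tris-HCl, 1mM EDTA, 1mM DTT, pH 7.5) received compound, then a probe mix of 5 nM fluorescein-DNA and 100nM Texas-615-DNA. Fluorescence polarization was read for both dyes.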
POLK inh = DNA polymerase kappa (human) inhibition; Q9UBT6; purified Pol kappa, fluorescent DNA synthesis assay, 10 min; Potency, µM (titrated, usually from 107 µM), for the others: at the top dose activity, negative = inhibition, most hits filed as inhibitors; 0.53% of 400,000 active; AID 588579; further: potency means the concentration at half of the fitted maximal effect; on the % scale 0 is the no-effect control and ±100 the full control effect
Target sequence (Q9UBT6 whole entry, looked up): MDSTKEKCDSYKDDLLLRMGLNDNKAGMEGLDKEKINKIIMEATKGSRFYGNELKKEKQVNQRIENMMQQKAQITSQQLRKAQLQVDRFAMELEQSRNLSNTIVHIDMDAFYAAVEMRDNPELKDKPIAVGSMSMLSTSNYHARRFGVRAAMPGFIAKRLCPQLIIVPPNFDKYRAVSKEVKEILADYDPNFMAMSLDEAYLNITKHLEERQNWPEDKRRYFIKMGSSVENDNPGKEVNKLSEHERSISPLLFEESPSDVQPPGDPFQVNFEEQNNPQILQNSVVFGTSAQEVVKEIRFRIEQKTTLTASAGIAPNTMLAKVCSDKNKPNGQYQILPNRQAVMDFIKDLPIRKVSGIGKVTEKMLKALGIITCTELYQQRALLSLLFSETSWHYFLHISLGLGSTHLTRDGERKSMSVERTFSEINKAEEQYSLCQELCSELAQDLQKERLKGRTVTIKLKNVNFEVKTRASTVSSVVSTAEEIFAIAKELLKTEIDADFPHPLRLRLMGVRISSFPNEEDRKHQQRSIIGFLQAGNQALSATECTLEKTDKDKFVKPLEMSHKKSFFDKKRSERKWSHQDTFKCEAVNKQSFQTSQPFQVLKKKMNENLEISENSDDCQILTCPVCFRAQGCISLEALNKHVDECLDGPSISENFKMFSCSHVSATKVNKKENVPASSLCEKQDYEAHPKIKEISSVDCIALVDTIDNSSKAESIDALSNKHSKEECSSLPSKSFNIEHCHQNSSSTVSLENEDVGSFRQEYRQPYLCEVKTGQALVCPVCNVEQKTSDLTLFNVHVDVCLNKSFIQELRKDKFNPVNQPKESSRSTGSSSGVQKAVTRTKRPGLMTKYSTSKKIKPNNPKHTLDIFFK
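50 nM final substrate added after 15 min RT preincubation of 10 nM Pol kappa with compound; fluorescence read at 0 and 10 min.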
BLM helicase inh = blocks DNA unwinding by human BLM helicase; P54132; recombinant BLM DNA unwinding, fluorescence dequenching; Potency, µM (doses to about 56.1 µM), for inactives: top-dose activity change, negative = inhibition, actives largely listed as inhibitors; 0.2% of 350,000 active;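 further: potency means the concentration at half of the fitted maximal effect; plate controls were vehicle for no effect and no enzyme for full effect; nearly all actives have a fitted effect of over 35% in size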
Pol beta inh = inhibitors of human DNA polymerase beta; Pol beta primer extension/strand displacement, fluorescence kinetic; Potency, µM (series often up to 114 µM), without a hit: top-dose activity change, negative = inhibition, usual class: inhibitors; 1.3% of 340,000 active; further: potency means the concentration at half of the fitted maximal effect; on the % scale 0 is the no-effect control and ±100 the full control effect
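10 nM enzyme + cpd, 15 min RT; start with substrate 50 nM final; read 0 min and after 10 min RT. Corrected, normalized data; 4-parameter Hill curve fit.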
ALOX12 inh = ALOX12 (human) lipoxygenase inhibition. purified 12hLO, xylenol orange hydroperoxide absorbance. Potency, µM (top dose mostly 108 µM), for the others: at the top dose activity change, negative = inhibition, most hits filed as inhibitors. 1.1% of 580,000 active. AID 1671190; further: potency means the concentration at half of the fitted maximal effect; on the % scale 0 is the no-effect control and ±100 the full control effect
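Purified human 12hLO at 150 nM in 25 mM Hepes, 0.01% Triton X-100, pH 7.0, preincubated 15 min at room temperature with compound. Reaction started with 40 uM arachidonic acid, 30 min at room temperature. Hydroperoxide measured by Fe-xylenol orange, 573/405 nm absorbance ratio.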
* marks the source's active call; other numbers are inactive results; & = joins results of further samples; [ ] = dose if it differs, or a comment. Unless noted, the call rests on the fitted dose curve; in most records, active means well fitted curve in the direction sought with a large enough effect; inconclusive means small, poorly fitted or top-dose-only effect, or another doubt; inactive means no such curve, though single readings can be large; an effect the other way counts as inactive or inconclusive. A portion of the library; count on the stated rates, not on these rows.

For C=CCn1c(O)c(C(C)=NCCCN2CCOCC2)c(=O)[nH]c1=O the results were APEX1 inh 16.7%, Apoferritin bind -8.0%, POLI inh 0.3%, TRHR agonist 0.4, ERG-DNA inh -6.6%, POLK inh 1.2%, BLM helicase inh -2.4%, Pol beta inh 42.0% and ALOX12 inh 5.6%.
Screening O=C(CCC(=O)N1CCC2(CC1)OCCO2)Nc1nnc(C(F)(F)F)s1 returned APEX1 inh -0.8%, Apoferritin bind -8.0%, POLI inh -4.9%, TRHR agonist 1.5, POLK inh -4.6%, BLM helicase inh -0.8%, Pol beta inh 3.8% and ALOX12 inh 4.3%.
`COc1ccccc1Cn1c(SCC(=O)C(C)(C)C)nc2cc(C(=O)N3CCC4(CC3)OCCO4)ccc2c1=O` gave APEX1 inh inconclusive, Apoferritin bind inconclusive, TRHR agonist -0.2, BLM helicase inh -2.3% and Pol beta inh -23.7%.
COc1ccccc1-n1c(/C=C/c2ccccn2)nc2ccccc2c1=O was read as APEX1 inh -6.8%, Apoferritin bind -6.6%, POLI inh 122.7%[activator], TRHR agonist -1.4, ERG-DNA inh -12.8%, POLK inh -8.7%, BLM helicase inh -3.9%, Pol beta inh 2.0% and ALOX12 inh -0.8%.
For Cc1ccc(CN2CCSc3ccc(C(=O)N4CCC5(CC4)OCCO5)cc32)cc1 the results were APEX1 inh 8.4%, Apoferritin bind -1.6%, POLI inh 19.5%, TRHR agonist 0.1, ERG-DNA inh -1.9%, POLK inh -3.7%, BLM helicase inh -5.7%, Pol beta inh 0.3% and ALOX12 inh -21.2%.
For CC1(C)C(C(=O)NCc2ccco2)C1(C)C the results were APEX1 inh 2.3%, Apoferritin bind inconclusive, POLI inh 3.3%, TRHR agonist -0.6, ERG-DNA inh 0.0%, POLK inh 2.6%, BLM helicase inh -2.1%, Pol beta inh 7.7% and ALOX12 inh 0.0%.
Cc1ccc(C(=O)NC2CC3CCCC(C2)N3Cc2ccccc2)cc1 (stereo unspecified) was read as APEX1 inh -4.0%, Apoferritin bind -2.5%, POLI inh 125.5%[activator], TRHR agonist -0.5, ERG-DNA inh -9.7%, POLK inh 2.3%, BLM helicase inh 2.4%, Pol beta inh -1.0% and ALOX12 inh -2.8%.
CN(C(=O)Cc1ccc(Cl)c(Cl)c1)C(CN1CCCC1)c1cccc(N=C=S)c1 (stereo unspecified) was read as APEX1 inh 3.6%, Apoferritin bind 8.1%, POLK inh 4.7%[19.4 µM] and ALOX12 inh inconclusive.
For O=P(C(c1ccc2c(c1)OCO2)N1CCOCC1)(N1CCOCC1)N1CCOCC1 (stereo unspecified) the results were APEX1 inh 16.9%, Apoferritin bind -3.5%, POLI inh 15.7%, TRHR agonist 0.4, ERG-DNA inh 4.4%, POLK inh 7.7%, BLM helicase inh 2.0%, Pol beta inh 20.9% and ALOX12 inh -10.1%.
Screening CC1(C)C2([N+](=O)[O-])CNCC1([N+](=O)[O-])CNC2 returned APEX1 inh 0.5%, Apoferritin bind -10.9%, POLI inh 1.6%, TRHR agonist 0.3, ERG-DNA inh -0.3%, POLK inh -4.8%, BLM helicase inh -7.5%, Pol beta inh 79.3% and ALOX12 inh inconclusive.
Screening CCCCn1c(=O)c(C(=O)NCc2ccccc2Cl)c(O)c2ccccc21 returned APEX1 inh 1.6%, Apoferritin bind -4.0%, POLI inh 22.2%, TRHR agonist 0.2, ERG-DNA inh 14.0%, POLK inh -8.5%, BLM helicase inh -2.9%, Pol beta inh 40.5% and ALOX12 inh 1.0%.
COc1ccccc1-n1c(-c2cccs2)nc2ccccc2c1=O was read as APEX1 inh -7.6%, Apoferritin bind -13.0%, POLI inh inconclusive, TRHR agonist -0.6, ERG-DNA inh -2.9%, POLK inh 12.6%, BLM helicase inh -9.7%, Pol beta inh 11.1% and ALOX12 inh -4.9%.
`CC1CCCCC1NC(=O)Cn1nnc2ccccc2c1=O` (stereo unspecified) gave APEX1 inh 13.7%, Apoferritin bind -23.6%, POLI inh 62.8%[activator], TRHR agonist 0.6, ERG-DNA inh -4.9%, POLK inh -4.3%, BLM helicase inh 0.2%, Pol beta inh 16.9% and ALOX12 inh 0.6%.
For CCOC(=O)C1CCN(C(C)C(=O)c2c(C)[nH]c3cc(C)ccc23)CC1 (stereo unspecified) the results were APEX1 inh 2.6%, Apoferritin bind -13.8%, POLI inh 11.0%, TRHR agonist -0.2, ERG-DNA inh -2.1%, POLK inh -9.7%, BLM helicase inh -0.4%, Pol beta inh 7.5% and ALOX12 inh 180.6%[activator].
For CC(=O)Nc1cc(C(=O)N2CCC3(CC2)OCCO3)ccc1Sc1ccc(F)cc1 the results were APEX1 inh -0.2%, Apoferritin bind -1.4%, POLI inh 42.1%[activator], TRHR agonist 0.4, ERG-DNA inh -1.8%, POLK inh -12.4%, BLM helicase inh 11.3%, Pol beta inh -1.9% and ALOX12 inh 15.0%.
For Clc1ccc2c(c1)C(c1ccccc1Cl)=NCc1nncn1-2 the results were APEX1 inh inconclusive, Apoferritin bind -8.5%, POLI inh 0.3%, TRHR agonist 0.5, ERG-DNA inh 10.0%, POLK inh -6.7%, BLM helicase inh 1.1%, Pol beta inh 35.2% and ALOX12 inh 2.6%.
Cc1cccc(C)c1OP(N)(=O)Oc1c(C)cccc1C was read as APEX1 inh -1.0%, Apoferritin bind -9.4%, POLI inh 18.2%, TRHR agonist -0.2, ERG-DNA inh 1.3%, POLK inh -10.5%, BLM helicase inh -0.9%, Pol beta inh 0.2% and ALOX12 inh -10.4%.
For CCCc1c(C)nc(-c2ccc(C)cc2)nc1OC(=O)N(C)C the results were APEX1 inh 13.3%, Apoferritin bind -8.6%, POLI inh 130.3%[activator], TRHR agonist 0.0, ERG-DNA inh 2.9%, POLK inh -1.8%, BLM helicase inh -3.1%, Pol beta inh 12.6% and ALOX12 inh 395.8%[activator].
`CC(C)OP(=O)(c1ccc(N(C)C)cc1)C(O)c1ccc(Br)cc1` (stereo unspecified) gave APEX1 inh 3.5%, Apoferritin bind -6.5%, POLI inh 56.3%[activator], TRHR agonist -0.3, ERG-DNA inh -2.0%, POLK inh -1.3%, BLM helicase inh -4.2%, Pol beta inh inconclusive and ALOX12 inh -9.6%.
For CC(C)NC(=O)Cn1cc(C(=O)c2ccccc2F)c2ccccc21 the results were APEX1 inh -0.5%, Apoferritin bind -3.7%, POLI inh 11.1%, TRHR agonist 0.1, ERG-DNA inh 12.6%, POLK inh -4.8%, BLM helicase inh -0.3%, Pol beta inh 2.0% and ALOX12 inh 0.0%.
`Cc1cccc(-n2c(/C=C/c3ccc([N+](=O)[O-])o3)nc3ccccc3c2=O)c1` gave APEX1 inh 1.7%, Apoferritin bind -12.3%, POLI inh 37.0%[activator], TRHR agonist -1.0, ERG-DNA inh -4.9%, POLK inh -22.3%, BLM helicase inh -21.3%, Pol beta inh inconclusive and ALOX12 inh -33.9%.
`CNCCC(Oc1ccc(C(F)(F)F)cc1)c1ccccc1` (stereo unspecified) gave APEX1 inh inconclusive, Apoferritin bind -10.8%&-3.7%&-0.7%, POLI inh 7.9%, TRHR agonist 3.0, ERG-DNA inh -19.1%, POLK inh -8.7%[60.1 µM], BLM helicase inh -2.8%&2.8%&2.7%&0.6%, Pol beta inh 14.3% and ALOX12 inh -12.7%.
`O=C1NC(=O)C(=Cc2coc3ccc(O)cc3c2=O)C(=O)N1` gave APEX1 inh -2.8%, Apoferritin bind -8.5%, POLI inh inconclusive, TRHR agonist -0.1, ERG-DNA inh 6.1%, POLK inh 0.0%, BLM helicase inh -8.7%, Pol beta inh 17.5% and ALOX12 inh inconclusive.
For COc1ccccc1N1CCN(Cc2cccc(OC)c2O)CC1 the results were APEX1 inh -1.0%, Apoferritin bind -15.7%, POLI inh 16.8%, TRHR agonist -0.3, ERG-DNA inh 3.1%, POLK inh 4.4%, BLM helicase inh -5.8%, Pol beta inh 14.1% and ALOX12 inh inconclusive.
For CCC(C)C(=O)c1c(O)c(C)c2oc3c(C)c(O)c(C(=O)C(C)CC)c(O)c3c2c1O (stereo unspecified) the results were APEX1 inh 1.0%, Apoferritin bind -16.8%, POLK inh -2.9%[60.1 µM] and BLM helicase inh -3.3%.
COc1cc2c(cc1OC)-c1c3c(cc4c1[C@@H](C2)N(C)CC4)OCO3 was read as APEX1 inh -7.8%, Apoferritin bind -3.2%, POLI inh 2.82µM*, TRHR agonist -0.2, ERG-DNA inh 9.7%, POLK inh -42.0%, BLM helicase inh 0.3%, Pol beta inh inconclusive and ALOX12 inh -18.9%.
COc1cc2c(cc1OC)[C@@H]1C(=O)c3ccc(OC)c(CC=C(C)C)c3OC1CO2 (stereo partly specified) was read as APEX1 inh inconclusive, Apoferritin bind inconclusive, POLK inh -17.4%[60.1 µM] and BLM helicase inh -9.8%.
For COP(=O)(OC)C(NC(=O)C(C)(C)C)=C(Cl)Cl the results were APEX1 inh -1.0%, Apoferritin bind -6.6%, POLI inh 7.0%, TRHR agonist 0.2, ERG-DNA inh 2.3%, POLK inh -6.5%, BLM helicase inh -2.6%, Pol beta inh 27.8% and ALOX12 inh inconclusive.
`Cc1ccc(Cn2c(SCc3ccc(C(=O)NC4CCCC4)cc3)nc3ccncc32)cc1` gave Apoferritin bind inconclusive, POLI inh inconclusive, TRHR agonist 0.9, ERG-DNA inh -0.3%, POLK inh -4.3%, BLM helicase inh -0.7%, Pol beta inh 2.6% and ALOX12 inh -22.1%.
`O=C(/C=C/c1ccc2c(c1)OCO2)c1c(O)n(CCc2ccccc2)c(=O)[nH]c1=O` gave APEX1 inh 2.7%, Apoferritin bind -10.2%, POLI inh inconclusive, TRHR agonist -0.3, ERG-DNA inh 2.5%, POLK inh -13.9%, BLM helicase inh -3.2%, Pol beta inh -29.7% and ALOX12 inh inconclusive.
